Screens (PubChem BioAssay)
IDE inh: human IDE inhibitors in live cells, primary screen, fluorescence polarization, HEK cells, FAbetaB substrate; Insulin-degrading enzyme (Homo sapiens), P14735; FAbetaB cleavage; inhibition, % at 5.59 µM; hit rate 0.41% among 320,000; AID 434962, 2010;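 active means percent inhibition above the average of all tested compounds plus 3 SD, set per screening campaign, cut at about 16% in these data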;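 further: IDE supplied by intact live HEK cells; FP after avidin binding of uncleaved biotin substrate so inhibition keeps polarization high; 0% = DMSO wells and 100% = 60 µM reference IDE inhibitor Ii1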
Target sequence (P14735 whole entry, looked up): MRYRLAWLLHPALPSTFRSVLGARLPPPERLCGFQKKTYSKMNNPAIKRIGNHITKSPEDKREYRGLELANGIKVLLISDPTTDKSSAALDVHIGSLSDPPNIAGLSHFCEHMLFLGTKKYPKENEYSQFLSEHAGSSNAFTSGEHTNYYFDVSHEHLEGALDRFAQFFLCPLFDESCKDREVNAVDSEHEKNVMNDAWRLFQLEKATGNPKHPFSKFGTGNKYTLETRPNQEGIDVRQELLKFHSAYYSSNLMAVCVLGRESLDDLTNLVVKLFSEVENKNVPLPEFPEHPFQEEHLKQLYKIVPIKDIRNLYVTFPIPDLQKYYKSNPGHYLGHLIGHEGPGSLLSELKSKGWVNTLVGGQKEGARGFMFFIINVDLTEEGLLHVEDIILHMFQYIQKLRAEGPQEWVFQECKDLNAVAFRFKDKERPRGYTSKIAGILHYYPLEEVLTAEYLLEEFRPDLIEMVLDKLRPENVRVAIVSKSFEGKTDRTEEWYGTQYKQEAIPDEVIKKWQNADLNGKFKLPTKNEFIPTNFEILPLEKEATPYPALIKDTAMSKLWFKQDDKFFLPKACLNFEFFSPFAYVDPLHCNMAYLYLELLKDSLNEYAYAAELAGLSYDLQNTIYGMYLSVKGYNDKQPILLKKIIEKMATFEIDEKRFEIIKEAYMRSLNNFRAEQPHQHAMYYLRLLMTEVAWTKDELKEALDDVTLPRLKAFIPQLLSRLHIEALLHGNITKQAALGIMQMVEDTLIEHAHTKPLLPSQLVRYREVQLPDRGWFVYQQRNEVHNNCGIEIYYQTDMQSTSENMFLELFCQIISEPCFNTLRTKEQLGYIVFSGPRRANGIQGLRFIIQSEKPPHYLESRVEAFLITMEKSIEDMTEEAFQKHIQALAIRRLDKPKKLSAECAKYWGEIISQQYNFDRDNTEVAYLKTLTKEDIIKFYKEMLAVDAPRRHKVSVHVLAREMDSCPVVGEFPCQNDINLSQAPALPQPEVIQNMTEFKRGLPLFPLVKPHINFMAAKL
NALP1 inh: NALP1 inflammasome inhibitors in reconstituted yeast, colorimetric, S. cerevisiae, triplicate retest. S. cerevisiae NALP1/ASC/caspase-1 growth, X-gal OD620, 72 h. inhibition, % at 10 µM. hit rate 0.61% among 280,000; in the data active means inhibition mostly above about 24%, no sharp cut-off; inactive means mostly below about 32%; further: some compounds called inactive have numbers as strong as hits
SUMO HTRF inh: inhibitors of in vitro SUMOylation cascade, primary screen, biochemical, HTRF, uHTS; hit rate 0.36% among 290,000; HTRF SUMOylation assay, SAE1/SAE2 + UBC9; SUMO-conjugating enzyme UBC9 (Homo sapiens), P63279; inhibition, % at 35 µM; in the data active means inhibition above about 50%, passing the limit was not always enough; further: strong numbers were not always called active
MEKK2 WT-MEK5: modulators of MEK5 binding to wildtype MEKK2, primary screen, biochemical, multiplex bead flow cytometry, Alexa488-MEK5; Alexa488-MEK5 binding to MEKK2 WT; actives lie on both sides; binding response (% of control), % at 10 µM; hit rate 1.1% among 290,000; AID 1531, 2009; in the data active means binding response below about 67% or above about 130%
M18AAP inhibitor: PfM18AAP inhibitors, malaria aminopeptidase, primary screen, biochemical, QFRET, recombinant enzyme; H-Glu-NHMec fluorogenic cleavage; inhibition, % at 7.35 µM; hit rate 1.2% among 290,000; AID 1822, 2009;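 active means inhibition above the campaign mean inhibition over all tested compounds plus 3 SD, cut at about 28% in these data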;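 further: 0% = plate median of test compound wells and 100% = 2 mM ZnCl2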
IDE act: human IDE activators in live cells, primary screen, fluorescence polarization, HEK cells, FAbeta-B substrate. Insulin-degrading enzyme (Homo sapiens), P14735. FAbeta-B cleavage; 0% vehicle, 100% cell-free pure enzyme wells. activation, % at 5.96 µM. hit rate 0.073% among 340,000;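 active means activation above the mean of all tested compounds plus 3 SD, set per screening campaign, cut at about 17% in these data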
MEKK2mut PB1 HTS: MEK5 binding signal on mutant MEKK2 PB1, primary screen, biochemical, multiplex bead flow cytometry, Alexa488-MEK5; Alexa488-MEK5 binding to MEKK2 mutant; percent response, % at 10 µM; hit rate 0.35% among 290,000; AID 1530, 2009; in the data active means percent response above about 24%, passing the limit was not always enough; further: inactives centre near 1; some results filed as inactive read as strong as hits; reference of the scale not given here
MEKK3 PB1 HTS: modulators of MEKK3-MEK5 PB1 binding, primary screen, biochemical, wildtype MEKK3, multiplex bead flow cytometry, Alexa488-MEK5; Mitogen-activated protein kinase kinase kinase 3 (Homo sapiens), Q99759; bead-based flow cytometry, Alexa488-MEK5 binding to MEKK3; actives lie on both sides; 0 = blocked by unlabeled MEK5, 100 = vehicle; binding response (% of control), % at 10 µM; hit rate 1.4% among 290,000;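 active means binding response more than 3 SD above or below the average of its plate-row segment, actives on both sides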;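 further: Alexa488 bead fluorescence after subtracting the streptavidin-only scavenger bead signal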
p-CIP stab down: p/CIP-EGFP fusion destabilizers, primary screen, fluorescence, F442A cells; decrease of EGFP signal, % at 10 µM; hit rate 0.01% among 290,000; 16 h; Q05BA5;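 active means EGFP signal decrease of at least 30% at 10 µM or well 3 SD below plate mean, unless failing retest; inactive means the rest, including hits failing retest or dose response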; further: some compounds called inactive have numbers as strong as hits; many of its hits are not listed in these tables
Active calls of the source: *. A portion of the library. The share of hits here may be higher or lower than overall.

What do the screens show for `CCC(c1nnnn1C1CCCC1)N(Cc1cccs1)Cc1cc2cc(C)ccc2[nH]c1=O` (stereo not drawn)?
IDE inh: -8.7; NALP1 inh: 6.1; SUMO HTRF inh: 3.3; MEKK2 WT-MEK5: 99.0; M18AAP inhibitor: -1.9; IDE act: 0.0; MEKK2mut PB1 HTS: 6.0; MEKK3 PB1 HTS: 106.0; p-CIP stab down: -14.9

How did Cc1cc(S(=O)(=O)N2CCCCC2)ccc1OCC(=O)N1CCCC1 do in these assays?
IDE inh: -2.6; NALP1 inh: 18.9; SUMO HTRF inh: 2.4; MEKK2 WT-MEK5: 94.0; M18AAP inhibitor: -8.3; IDE act: -3.6; MEKK2mut PB1 HTS: -6.0; MEKK3 PB1 HTS: 96.0; p-CIP stab down: 1.9

How did Cc1ccc(NC(=O)COC(=O)CN2C(=O)NC(C)(C)C2=O)cc1S(=O)(=O)N1CCOCC1 do in these assays?
IDE inh: -0.1; NALP1 inh: 13.2; SUMO HTRF inh: 8.7; MEKK2 WT-MEK5: 107.0; M18AAP inhibitor: -1.8; IDE act: 5.3; MEKK2mut PB1 HTS: 0.0; MEKK3 PB1 HTS: 110.0; p-CIP stab down: -4.0

Results for Cc1nc2scc(-c3cccs3)c2c(=O)n1CC(=O)O ?
IDE inh: -1.5; NALP1 inh: 37.6; SUMO HTRF inh: -4.1; MEKK2 WT-MEK5: 98.0; M18AAP inhibitor: -7.1; IDE act: -1.7; MEKK2mut PB1 HTS: 5.0; MEKK3 PB1 HTS: 100.0; p-CIP stab down: 1.7

How did Cc1ccc(C(=O)Nc2cccc(C(=O)NCc3ccco3)c2)cc1 do in these assays?
IDE inh: 2.5; NALP1 inh: 7.2; SUMO HTRF inh: 15.1; MEKK2 WT-MEK5: 94.0; M18AAP inhibitor: -5.5; IDE act: 1.5; MEKK2mut PB1 HTS: -2.0; MEKK3 PB1 HTS: 95.0; p-CIP stab down: -16.9

How did O=C(Nc1ccncc1)Nc1cccc(C(F)(F)F)c1 do in these assays?
IDE inh: 1.7; NALP1 inh: 8.6; SUMO HTRF inh: -8.1; MEKK2 WT-MEK5: 101.0; M18AAP inhibitor: 3.7; IDE act: 1.8; MEKK2mut PB1 HTS: -3.0; MEKK3 PB1 HTS: 100.0; p-CIP stab down: 3.0

What do the screens show for `COc1cc2c(cc1OC)-c1cc(NC3CCCCCCC3)nc(=O)n1CC2`?
IDE inh: 0.8; NALP1 inh: 4.1; SUMO HTRF inh: -20.5; MEKK2 WT-MEK5: 106.0; M18AAP inhibitor: 8.6; IDE act: -8.7; MEKK2mut PB1 HTS: 6.0; MEKK3 PB1 HTS: 97.0; p-CIP stab down: 0.4

How did COC(=O)Cn1c2ccc(OC)cc2c2nc(C)sc21 do in these assays?
IDE inh: 3.6; NALP1 inh: 10.9; SUMO HTRF inh: 8.9; MEKK2 WT-MEK5: 95.0; M18AAP inhibitor: 4.0; IDE act: -5.3; MEKK2mut PB1 HTS: -4.0; MEKK3 PB1 HTS: 94.0; p-CIP stab down: 2.9

What do the screens show for `CCCNC(=O)c1nnsc1Sc1ccc(Cl)cc1`?
IDE inh: 7.8; NALP1 inh: -4.7; SUMO HTRF inh: 17.4; MEKK2 WT-MEK5: 115.0; M18AAP inhibitor: 4.8; IDE act: -1.9; MEKK2mut PB1 HTS: 0.0; MEKK3 PB1 HTS: 120.0; p-CIP stab down: -12.4

How did O=C(NCCc1nc2ccccc2[nH]1)/C(=C/c1ccc2c(c1)OCO2)NC(=O)c1ccccc1Cl do in these assays?
IDE inh: -2.3; NALP1 inh: 16.7; SUMO HTRF inh: -5.2; MEKK2 WT-MEK5: 98.0; M18AAP inhibitor: -0.8; IDE act: -2.2; MEKK2mut PB1 HTS: -1.0; MEKK3 PB1 HTS: 109.0; p-CIP stab down: -1.9

Arranged by molecular weight (smallest number first): 3 of the compounds above.
How did O=C(Nc1ccncc1)Nc1cccc(C(F)(F)F)c1 do in these assays?
IDE inh: 1.7; NALP1 inh: 8.6; SUMO HTRF inh: -8.1; MEKK2 WT-MEK5: 101.0; M18AAP inhibitor: 3.7; IDE act: 1.8; MEKK2mut PB1 HTS: -3.0; MEKK3 PB1 HTS: 100.0; p-CIP stab down: 3.0

Results for Cc1nc2scc(-c3cccs3)c2c(=O)n1CC(=O)O ?
IDE inh: -1.5; NALP1 inh: 37.6; SUMO HTRF inh: -4.1; MEKK2 WT-MEK5: 98.0; M18AAP inhibitor: -7.1; IDE act: -1.7; MEKK2mut PB1 HTS: 5.0; MEKK3 PB1 HTS: 100.0; p-CIP stab down: 1.7

What do the screens show for `COc1cc2c(cc1OC)-c1cc(NC3CCCCCCC3)nc(=O)n1CC2`?
IDE inh: 0.8; NALP1 inh: 4.1; SUMO HTRF inh: -20.5; MEKK2 WT-MEK5: 106.0; M18AAP inhibitor: 8.6; IDE act: -8.7; MEKK2mut PB1 HTS: 6.0; MEKK3 PB1 HTS: 97.0; p-CIP stab down: 0.4

Other results:
How did CCOc1cc(/C=N/NC(=O)c2ccc(CN3CCOCC3)cc2)ccc1OC do in these assays?
IDE inh: 2.6; NALP1 inh: 1.0; SUMO HTRF inh: 10.1; MEKK2 WT-MEK5: 86.0; M18AAP inhibitor: 3.7; IDE act: 6.2; MEKK2mut PB1 HTS: -7.0; MEKK3 PB1 HTS: 93.0; p-CIP stab down: -2.6

How did O=C(CCCn1c(=O)c2sccc2n(Cc2cc(=O)n3ccccc3n2)c1=O)NCc1ccco1 do in these assays?
IDE inh: -0.9; NALP1 inh: 25.1; SUMO HTRF inh: 1.6; MEKK2 WT-MEK5: 101.0; M18AAP inhibitor: 3.0; IDE act: 2.1; MEKK2mut PB1 HTS: 2.0; MEKK3 PB1 HTS: 101.0; p-CIP stab down: -5.2

Results for C=CCn1c(=N)c(C(=O)OCC)cc2c(=O)n3cccc(C)c3nc21 ?
IDE inh: -6.7; MEKK2 WT-MEK5: 111.0; M18AAP inhibitor: 2.9; MEKK2mut PB1 HTS: 3.0; MEKK3 PB1 HTS: 106.0

What do the screens show for `COc1cccc(NC(=O)NCCCN2CCN(c3ccc(F)cc3)CC2)c1`?
IDE inh: 6.1; NALP1 inh: 9.4; SUMO HTRF inh: 14.7; MEKK2 WT-MEK5: 103.0; M18AAP inhibitor: -0.7; IDE act: 6.7; MEKK2mut PB1 HTS: 4.0; MEKK3 PB1 HTS: 95.0; p-CIP stab down: -1.2

How did CC(=O)c1ccc(NC(=O)c2noc(C(C)C)c2[N+](=O)[O-])cc1 do in these assays?
IDE inh: -0.3; NALP1 inh: 18.3; SUMO HTRF inh: 15.9; MEKK2 WT-MEK5: 106.0; M18AAP inhibitor: -3.3; IDE act: -2.8; MEKK2mut PB1 HTS: 3.0; MEKK3 PB1 HTS: 101.0; p-CIP stab down: 6.2

Results for COc1ccc(C=O)cc1CN1C(=O)c2ccccc2C1=O ?
IDE inh: -0.9; NALP1 inh: 10.9; SUMO HTRF inh: 5.5; MEKK2 WT-MEK5: 106.0; M18AAP inhibitor: 1.1; IDE act: 5.2; MEKK2mut PB1 HTS: 2.0; MEKK3 PB1 HTS: 109.0; p-CIP stab down: -3.1

What do the screens show for `Cc1oc2c(C)c3oc(=O)c(CCC(=O)NCCCN4CCCC4=O)c(C)c3cc2c1C`?
IDE inh: 3.5; NALP1 inh: 11.9; SUMO HTRF inh: 21.7; MEKK2 WT-MEK5: 100.0; M18AAP inhibitor: 0.9; IDE act: -2.7; MEKK2mut PB1 HTS: 0.0; MEKK3 PB1 HTS: 101.0; p-CIP stab down: -8.0

Results for Cc1cc(NS(=O)(=O)c2ccc(NC(=O)c3cnc4sccn4c3=O)cc2)nc(C)n1 ?
IDE inh: -1.4; NALP1 inh: 18.1; SUMO HTRF inh: -8.8; MEKK2 WT-MEK5: 101.0; M18AAP inhibitor: -4.5; IDE act: -3.5; MEKK2mut PB1 HTS: 4.0; MEKK3 PB1 HTS: 103.0; p-CIP stab down: 3.1

Results for COc1cc(S(=O)(=O)N2CCOCC2)ccc1NC(=O)COC(=O)c1ccccn1 ?
IDE inh: 2.9; NALP1 inh: 2.6; SUMO HTRF inh: 7.5; MEKK2 WT-MEK5: 99.0; M18AAP inhibitor: 14.6; IDE act: 3.9; MEKK2mut PB1 HTS: 1.0; MEKK3 PB1 HTS: 99.0; p-CIP stab down: -10.2

What do the screens show for `O=C(CCc1ccccc1)NC(NC(=S)Nc1cccc(Cl)c1)C(Cl)(Cl)Cl` (stereo not drawn)?
IDE inh: -7.9; NALP1 inh: 20.3; SUMO HTRF inh: 21.3; MEKK2 WT-MEK5: 97.0; M18AAP inhibitor: 7.0; IDE act: -5.6; MEKK2mut PB1 HTS: 10.0; MEKK3 PB1 HTS: 88.0; p-CIP stab down: 10.0

What do the screens show for `COc1ccc(CN(C(=O)c2ccc(C)cc2)C2CCS(=O)(=O)C2)cc1` (stereo not drawn)?
IDE inh: -4.2; NALP1 inh: 12.1; SUMO HTRF inh: 3.4; MEKK2 WT-MEK5: 96.0; M18AAP inhibitor: -9.2; IDE act: 0.5; MEKK2mut PB1 HTS: 0.0; MEKK3 PB1 HTS: 103.0; p-CIP stab down: -1.8

Results for CCCOc1ccc(OCCN2CCCC(C)C2)cc1 (stereo not drawn) ?
IDE inh: -4.2; NALP1 inh: 40.3; SUMO HTRF inh: 22.9; MEKK2 WT-MEK5: 99.0; M18AAP inhibitor: 2.0; IDE act: -2.7; MEKK2mut PB1 HTS: -1.0; MEKK3 PB1 HTS: 99.0; p-CIP stab down: -10.7

What do the screens show for `CCn1c(CC(=O)Nc2ccc(F)cc2)nnc1SCC(=O)NC1=NCCS1`?
IDE inh: -0.9; NALP1 inh: -10.0; SUMO HTRF inh: -4.5; MEKK2 WT-MEK5: 104.0; M18AAP inhibitor: 1.9; IDE act: -1.4; MEKK2mut PB1 HTS: 1.0; MEKK3 PB1 HTS: 101.0; p-CIP stab down: 3.5

How did CCN(C(=O)Cc1cccs1)c1nnc(-c2cc(OC)c(OC)c(OC)c2)s1 do in these assays?
IDE inh: 5.5; NALP1 inh: 9.6; SUMO HTRF inh: -4.3; MEKK2 WT-MEK5: 93.0; M18AAP inhibitor: -1.4; IDE act: 4.8; MEKK2mut PB1 HTS: 1.0; MEKK3 PB1 HTS: 96.0; p-CIP stab down: -5.2

What do the screens show for `CCCCNC(=O)c1c(N)n(/N=C/c2ccccn2)c2nc3ccccc3nc12`?
IDE inh: 1.8; NALP1 inh: -7.7; SUMO HTRF inh: 2.9; M18AAP inhibitor: -0.5; p-CIP stab down: 0.3

How did CCN(CC)C1=CC(=[N+]2CCCC2)CC(C)(C)C1 do in these assays?
IDE inh: -3.5; NALP1 inh: 22.9; SUMO HTRF inh: 16.2; MEKK2 WT-MEK5: 98.0; M18AAP inhibitor: -0.2; IDE act: 4.3; MEKK2mut PB1 HTS: -1.0; MEKK3 PB1 HTS: 100.0; p-CIP stab down: -6.6

How did COc1ccccc1NC(=O)c1ccc2c(c1)N(CC(=O)NC(C)(C)C)C(=O)C(C)(C)O2 do in these assays?
IDE inh: -0.6; NALP1 inh: 16.1; SUMO HTRF inh: 14.6; MEKK2 WT-MEK5: 102.0; M18AAP inhibitor: -8.5; IDE act: 2.9; MEKK2mut PB1 HTS: 3.0; MEKK3 PB1 HTS: 102.0; p-CIP stab down: -10.8
